ARNT-TACC3 inh – disrupts binding between human ARNT and TACC3. AlphaScreen His-ARNT PAS-B/GST-TACC3 binding, luminescence; TACC3 fragment carries E629A point mutation. inhibition, % at 9.99 µM. 390,000 tested, 0.66% active;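 active = mean inhibition of replicates at least 50% and at least half of replicates each reaching 50%; inconclusive = half or more replicates reach 50% but mean below 50%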;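 also: 0% = complete ARNT plus TACC3 wells and 100% = ARNT alone without TACC3; many hits fall short of the cut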
F508del corr – CFTR F508del correction in bronchial cells; activity (quench increase), % at 7.58 µM; CFBE cells, YFP halide quenching; stimulated with forskolin plus potentiator P3; % fluorescence drop versus neutral controls; 350,000 tested, 0.36% active;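 active = mean added fluorescence quench of at least 8% versus neutral control, with both replicates also reaching 8%; inconclusive = only one of the mean or replicate conditions met; inactive = mean below 8% and not both replicates reaching 8%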;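 also: cells transiently co-express mutant CFTR-F508del with the halide-sensitive YFP; corrector assay measuring rescue of mutant channel to the surface after 24 h compound exposure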
PAX8 reporter – lowers PAX8-driven luciferase in RMG-I cells | RMG-I TPO-luciferase reporter, SteadyGlo, 24 h | inhibition, % at 12.6 µM | 360,000 tested, 1.2% active | AID 652154;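 active = mean replicate inhibition at least 60% with every replicate also reaching 60%; inconclusive = only one of the two criteria is met; inactive = mean below 60% and not all replicates reaching 60%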;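 also: luciferase light reporting Pax8 driven TPO promoter activity; plate controls were median of neutral control wells for no effect and mitoxantrone controls for full effect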
ERp5 block – inhibitors of human ERp5; ERp5 insulin aggregation, absorbance 650 nm, 90 min; 350,000 tested, 0.05% active; Q15084; inhibition, % at 9.99 µM;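 active = mean replicate inhibition above about 25%, with every replicate also reaching it, limit read from the data, passing the limit was not always enough; inconclusive = only one of those two criteria met; inactive = neither criterion met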
Target sequence (Q15084 whole entry, looked up): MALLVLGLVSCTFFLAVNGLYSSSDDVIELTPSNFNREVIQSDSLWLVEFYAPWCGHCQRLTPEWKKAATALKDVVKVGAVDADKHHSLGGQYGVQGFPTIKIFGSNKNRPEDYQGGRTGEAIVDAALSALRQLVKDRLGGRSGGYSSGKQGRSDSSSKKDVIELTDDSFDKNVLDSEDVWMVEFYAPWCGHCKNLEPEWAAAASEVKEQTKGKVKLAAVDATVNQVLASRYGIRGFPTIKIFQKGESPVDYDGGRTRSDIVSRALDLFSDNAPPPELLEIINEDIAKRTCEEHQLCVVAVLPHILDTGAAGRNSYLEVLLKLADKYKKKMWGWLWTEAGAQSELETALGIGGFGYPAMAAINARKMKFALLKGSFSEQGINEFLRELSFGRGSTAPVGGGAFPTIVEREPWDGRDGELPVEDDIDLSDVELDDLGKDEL
DENV2 CPE rescue – DENV2-induced cell death inhibition | DENV2-infected cells, cytopathic effect rescue, plate reader | CPE inhibition, % at 9.99 µM | 350,000 tested, 1.7% active; in the data active = CPE inhibition above about 20%, passing the limit was not always enough; inconclusive = no clear call, values can overlap the other calls; tested in BHK-21 cells;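 also: 0% = median of neutral control wells and 100% = median of positive control wells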
EWS-Fli block – blocks EWS/Fli oncoprotein-driven transcription | A673 NR0B1-luciferase reporter, viability-normalised | inhibition, % at 12.6 µM | 350,000 tested, 0.67% active;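 active = mean inhibition of at least 50% after viability correction, with every replicate also passing that limit; inconclusive = mean reaches 50% but only one of two replicates passes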;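 also: firefly luciferase signal divided by Alamar Blue viability fluorescence both relative to DMSO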
Xi reactivation – X-chromosome reactivation activator. XiGFP mouse fibroblasts, % GFP-positive cells imaging, 3 d; cells co-treated with 5-aza-dC sensitizer; scaled so ellipticine positive control = 100%. activation, % at 7.58 µM. 360,000 tested, 0.055% active. AID 743238;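 active = mean normalized replicate activation at least 10% and every replicate at or above 10%; inconclusive = only one of the two criteria met; inactive = mean below 10% and not all replicates reach 10%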;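 also: 0% = median of on-plate neutral control wells and 100% = ellipticine 6 µM median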
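Material: SV40-immortalized XiGFP fibroblast cells, line 68-5-11 | Buffer or medium: DMEM containing 5-aza-dC | Dosing: One concentration, pinned | Times: 3 d treatment, 15 min room-temperature fixation | Controls: Ellipticine 6 µM positive control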
GSIS activator – primary screen for activators of insulin secretion dependent on glucose, INS-1E cells, GLuc reporter luminescence | INS-1E GLuc reporter insulin secretion, 2-3 h | activation, % at 16.6 µM | 370,000 tested, 0.61% active | AID 743287;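 active = lowest replicate activation of at least 40%, so every replicate reaches that level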;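 also: 0% = median of neutral control wells and 100% = median of IBMX positive control wells; some compounds called inactive have numbers as strong as hits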
An asterisk follows results filed as active; ? = inconclusive; . = no result given.

mol,ARNT-TACC3 inh,F508del corr,PAX8 reporter,ERp5 block,DENV2 CPE rescue,EWS-Fli block,Xi reactivation,GSIS activator
COc1ccccc1CCC(=O)OCC(=O)N1CCN(S(=O)(=O)c2ccc(C)cc2C)CC1,-1,7.4,-5,-5,4,-3,0.0,-18
CCOC(=O)C1(C)CCCN(C(=O)c2cccc(OC(F)(F)F)c2)C1 (configuration not stated),.,3.0,-20,-4,?,0,0.3,-4
C[C@@H]1CN([C@H](C)CO)C(=O)Cc2cc(NC(=O)NC3CCCCC3)ccc2O[C@@H]1CN(C)Cc1ccccc1,.,2.5,-16,?,14,3,5.3,-15
CC1(C)COC(Cn2c3ccccc3c3ccccc32)O1 (configuration not stated),0,1.6,18,-10,-3,18,0.2,15
Cn1cnc(S(=O)(=O)N2CC[C@@H]3[C@H]2c2cc(C#Cc4ccccc4)ccc2N[C@@H]3CO)c1,-6,1.1,-12,-2,2,-34,0.0,-6
Cc1c(CCC(=O)O)c(=O)oc2cc3occ(-c4ccccc4)c3cc12,19,-0.9,-8,3,-6,14,-0.1,-16
COc1ccc(CN2CCNC(=O)C2CC(=O)N2CCCCO2)c(OC)c1 (configuration not stated),-7,-0.1,16,-4,-3,-8,0.4,9
C[C@@H]1CCCCO[C@@H](CN(C)C(=O)Nc2ccc(F)cc2)[C@@H](C)CN([C@H](C)CO)C(=O)c2cc(NC(=O)C3CCCCC3)ccc2O1,-3,3.4,14,3,.,7,-0.3,0
COc1ccc(CCNC(=O)CCCCCN2C(=O)[C@@H]3Cc4ccccc4CN3C2=O)cc1OC,13,-0.6,16,0,2,.,0.2,4
O=C(/C=C/c1ccco1)OCC(=O)c1cccc([N+](=O)[O-])c1,-1,0.5,5,-2,-3,-2,0.0,-10
COc1cc(/C=N/NC(=O)NC23CC4CC(CC(C4)C2)C3)ccc1OCC(N)=O,8,2.3,0,4,-4,-8,0.0,13
O=C(c1ccnc(Cl)c1)N1CCCC(Nc2ccc(F)cc2)C1 (configuration not stated),27,-1.7,-17,-10,9,0,0.3,12
CN(C(=O)c1cccc(NC(=O)Cc2ccc(NC(=O)C3CCN(C(=O)C4CCCC4)CC3)cc2)c1)C1CC1,-2,1.4,-14,1,11,-10,0.0,5
Cc1ccc2cc(C3CC(c4ccco4)=NN3S(=O)(=O)c3ccccc3)c(Cl)nc2c1 (configuration not stated),1,2.5,-4,0,8,-11,0.1,1
CC(=O)c1cnn(-c2ccccc2)c1C,17,-2.0,10,-6,8,-20,0.0,-3
C/C=C/c1ccc([C@H]2[C@@H](CO)N(C(=O)NCCC)[C@H]2CNC(=O)C2CC2)cc1,2,3.1,11,.,6,-6,0.2,-17
COCC#Cc1ccc2c(c1)O[C@H](CN(C)S(=O)(=O)c1cccc(OC)c1)[C@@H](C)CN([C@H](C)CO)S2(=O)=O,2,.,5,-8,1,36,-1.4,1
Cc1nc2nc(SCC(=O)Nc3cccc(F)c3)[nH]c2cc1Br,1,-0.5,-8,-15,-2,-6,0.1,1
CC=Cc1ccc2n(c1=O)C[C@H]1[C@H](CO)[C@@H](C(=O)NCCc3ccncc3)N(Cc3cncnc3)[C@@H]21 (mixture of isomers),-4,2.0,-5,-4,-9,-5,0.2,4
CCCNC(=O)[C@@H]1[C@@H](CO)[C@@H]2Cn3c(ccc(C4=CCCCC4)c3=O)[C@H]1N2C(=O)CC,.,-0.2,.,.,.,-1,0.1,4
O=C(Nc1ccc(F)cc1)N1C[C@@H]2[C@H](c3ccccc31)[C@H](CO)N2Cc1cocn1,30,1.0,-20,3,-1,-14,0.3,-13
Cc1cccc(C(C)C)c1NC(=O)CSc1ncnc2[nH]ncc12,2,-1.4,12,-1,2,3,-0.1,16
C[C@@H]1CN([C@H](C)CO)C(=O)c2cc(/C=C/c3ccccc3)cnc2O[C@@H]1CN(C)C(=O)Nc1ccc(C(F)(F)F)cc1,14,3.1,.,-6,12,8,-1.2,-13
CN(CC(=O)Nc1ccccc1Br)C(=O)C(Cc1ccccc1)NC(=O)c1ccccc1 (configuration not stated),-7,2.9,4,-6,2,3,0.0,-43
COc1ccc(C(=O)NCc2nnc(SCC(=O)Nc3nnc(C)s3)o2)cc1OC,26,-4.4,-8,2,-5,3,0.1,.
O=C(NC1CCS(=O)(=O)C1)c1cccc(S(=O)(=O)N2CCCC2)c1 (configuration not stated),-4,2.5,-26,3,3,6,0.0,21
COC(=O)NNC(=O)Cc1cccc2ccccc12,-1,.,-9,3,5,-2,0.6,4
O=C1C2C3C=CC(C3)C2C(=O)N1c1ccc2ccccc2c1 (configuration not stated),-9,1.3,-10,-4,11,2,0.4,17
CCOC(=O)C1=CCN(S(=O)(=O)c2cccc(Cl)c2)C1c1ccc(Cl)cc1 (configuration not stated),.,-2.6,-10,5,-8,0,0.2,9
COc1ccc(CNC(=O)C2CCCN(S(=O)(=O)c3ccc4c(c3)CCCN4C(C)=O)C2)cc1 (configuration not stated),0,2.4,4,5,-5,6,0.1,-8
CC(C)(C)[S@@](=O)N1Cc2cc(C(=O)NCc3ccc4c(c3)OCO4)nc(-c3cccc(-c4ccncc4)c3)c2[C@H]1CCO,16,2.1,16,-1,-5,2,0.0,2
Cc1ccc(S(=O)(=O)N2CC3C(=O)C[C@@H](c4ccccc4Cl)N(S(=O)(=O)c4ccc(C)cc4)C3CC2c2ccccc2)cc1 (some centres not stated),.,0.3,25,0,?,-2,0.2,-15
O=C(C[C@H]1CC[C@@H]2[C@H](COC[C@H](O)CN2Cc2cccc(Cl)c2)O1)N1CCCCC1,1,1.0,1,-3,-3,2,0.2,4
COc1ccc2c3c([nH]c2c1)[C@@H](CO)N(Cc1cc(F)ccc1F)CC31CN(C(=O)CN(C)C)C1,.,-0.9,.,-3,18,12,0.3,-14
COc1ccccc1-c1ccc([C@H]2[C@@H](CO)N3CCCCN(S(=O)(=O)c4cn(C)cn4)C[C@H]23)cc1,-4,-0.4,2,-1,-8,-8,0.2,-15
Cc1ccc(CNC(=O)Cn2cnc3c(NC(=O)OCc4ccccc4)ncnc32)o1,3,0.0,-16,2,11,-19,-0.1,18
CCOC(=O)[C@]12CCC=C1N(Cc1cccc3ccccc13)C(=O)[C@H](CC(=O)NCc1cccc(C(F)(F)F)c1)C2,.,4.3,25,5,18,-1,0.0,-27
COC(CNc1ccc([N+](=O)[O-])c(NCC(OC)OC)c1C#N)OC,0,2.3,-21,1,4,-2,0.1,-5
CCOC(=O)N1CCC(N2Cc3cccc(C(=O)Nc4ccc(OC)c(OC)c4)c3C2=O)CC1,23,3.3,-7,-4,8,-6,0.2,.
C[C@@H]1CN([C@@H](C)CO)C(=O)Cc2cc(NC(=O)c3ccncc3)ccc2O[C@@H]1CN(C)C(=O)Nc1ccc2c(c1)OCO2,.,5.1,-11,6,5,-2,0.2,7

Part of the list above, reformatted:
Values run as follows: ARNT-TACC3 inh | F508del corr | PAX8 reporter | ERp5 block | DENV2 CPE rescue | EWS-Fli block | Xi reactivation | GSIS activator
- CCOC(=O)N1CCC(N2Cc3cccc(C(=O)Nc4ccc(OC)c(OC)c4)c3C2=O)CC1
  23 | 3.3 | -7 | -4 | 8 | -6 | 0.2 | .
- C[C@@H]1CN([C@H](C)CO)C(=O)c2cc(/C=C/c3ccccc3)cnc2O[C@@H]1CN(C)C(=O)Nc1ccc(C(F)(F)F)cc1
  14 | 3.1 | . | -6 | 12 | 8 | -1.2 | -13

More entries follow:
mol,ARNT-TACC3 inh,F508del corr,PAX8 reporter,ERp5 block,DENV2 CPE rescue,EWS-Fli block,Xi reactivation,GSIS activator
Cn1c(=O)c2cc(NC(=O)NCCc3cccs3)ccc2n1Cc1cccc(C(F)(F)F)c1,.,-1.6,19,-1,2,2,-0.1,-6
Cc1ccc(C(=O)COC(=O)C(C)N2C(=O)C3C4CCC(C4)C3C2=O)cc1C (configuration not stated),3,2.0,.,2,12,.,0.0,-15
C[C@@H]1CCCCO[C@H](CN(C)Cc2ccncc2)[C@H](C)CN([C@H](C)CO)C(=O)c2cc(NC(=O)Nc3ccc(C(F)(F)F)cc3)ccc2O1,-3,5.5,95*,-1,-2,19,0.0,-16
NS(=O)(=O)c1ccc(CCNC(=O)C2CCN(S(=O)(=O)c3cnc[nH]3)CC2)cc1,.,-1.9,.,-55,-6,2,.,-10
O=C(Cc1ccccn1)N[C@H]1CC[C@H](CCn2cc(-c3cccnc3)nn2)O[C@@H]1CO,14,6.5,25,3,58*,-5,-0.2,12
O=C(NCC[C@@H]1CC[C@@H](NC(=O)C2CCOCC2)[C@@H](CO)O1)c1ccc(F)cc1,.,-1.2,-19,-2,6,6,0.2,-4
C[C@@H]1CCCCO[C@H](CN(C)C(=O)NC2CCCCC2)[C@@H](C)CN([C@H](C)CO)C(=O)c2cc(NS(C)(=O)=O)ccc2O1,-5,0.1,-5,.,7,-10,0.1,29
COc1ccc(C(=O)COC(=O)CNS(=O)(=O)c2ccc(C)cc2)cc1,.,-2.3,-3,-3,-11,-1,0.0,-47
CCCCNC(=O)CN1C(=O)CSc2ccc(S(=O)(=O)N3CCOCC3)cc21,.,-0.5,10,0,-5,-9,0.1,1
c1ccc(CN2CCC(Nc3nc(-c4cccs4)nc4ccccc34)CC2)cc1,26,-2.1,40,6,-6,3,0.0,-23
COC(=O)c1nn(-c2ccccc2)c2nnc(Cc3ccc(C)cc3)c(=O)n12,-3,.,-15,.,.,.,-0.1,5
CCc1ccc(C2CC(c3ccc(Cl)cc3)n3nc(N)nc3N2)cc1 (configuration not stated),-4,1.2,-28,4,9,-6,0.0,-1
CSCCC(NC(N)=O)C(=O)Nc1cccc(S(=O)(=O)N2CCOCC2)c1 (configuration not stated),3,.,7,-2,2,-6,0.0,-7
O=C(NCc1n[nH]c(=S)n1Cc1ccccc1)c1ccccc1,7,-4.1,7,2,11,1,0.0,9
COCCCNC(=O)Cc1c(C)c2cc3c(cc2oc1=O)OC(C)(C)CC3,-2,1.8,19,-1,-4,-5,0.3,-3
Cc1ccc(N2CCN(C(=O)c3cccc([N+](=O)[O-])c3)CC2)cc1Cl,-1,-0.6,48,3,-2,-4,0.1,6
CC(C)C(=O)Nc1cccc(C(=O)Nc2cc([N+](=O)[O-])ccc2F)c1,6,0.3,9,3,0,-3,0.1,-4
CCC(=O)N1[C@H](CO)[C@H](c2ccccc2)[C@H]1CN(CC)C(=O)c1cccc(F)c1,0,2.7,-13,1,-8,6,0.2,8
N#CC1(NC(=O)CSc2nnc(C3CC3)n2N)CCCCC1,.,-0.3,-5,1,16,-3,0.1,33
COc1ccccc1Cc1c(-c2ccc(C#N)cc2)nc2ccc(Br)cn12,.,-1.4,-81,-3,-1,-56,0.2,6
O=C(NCCN1C(=O)S/C(=C\c2ccccc2Cl)C1=O)C1=COCCO1,-6,2.9,-13,3,13,-8,0.1,2
O=S1(=O)N=C2CCCCCN2C(c2ccc(Br)cc2)N1 (configuration not stated),-22,-1.3,22,-14,8,-24,0.4,11
Cc1ccc(NC(=O)CN(C)C(=O)c2cccc(Br)c2)cc1,3,-3.3,2,1,18,-14,0.1,4
CCC(=O)c1ccc(OCC(=O)Nc2ccc(N3CCOCC3)cc2N2CCOCC2)cc1,5,2.1,-4,-25,-11,2,0.3,-6
C/C(=N\NC(=O)c1cccnc1)c1ccccc1,14,2.8,25,1,-2,-13,0.1,1

From PubChem BioAssay
